# M4 PAM = human M4 muscarinic receptor positive allosteric modulators, primary screen, CHO-K1 cells, Fluo-8 calcium fluorescence | activation, % at 3 µM | CHO-K1 hM4/Gqi5, ACh EC20; 0% = ACh EC20, 100% = maximal ACh | Muscarinic acetylcholine receptor M4 (Homo sapiens), P08173 | AID 624126, 2012 | 0.4% of 360,000 active;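 active = activation above its plate's cutoff, the mean activation of sample wells plus 3 SD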; also: some results filed as inactive read as strong as hits
# CHRM4 antagonist = human M4 muscarinic receptor antagonists, primary screen, CHO cells, Fluo-8 calcium fluorescence; CHO-hM4 cells, ACh EC80; 0.73% of 360,000 active; Muscarinic acetylcholine receptor M4 (Homo sapiens), P08173; inhibition, % at 3 µM;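 active = inhibition above its plate's cutoff, the mean inhibition of sample wells plus 3 SD, cut at about 27% in these data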;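 also: 0% = acetylcholine EC80 with DMSO and 100% = DMSO without agonist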
# CHRM5 agonist = human M5 muscarinic receptor agonists, primary screen, CHO-K1 cells, Fluo-8 calcium fluorescence | CHO-K1 hM5 cells; 0% DMSO wells, 100% maximal acetylcholine response | activation, % at 3 µM | 0.19% of 360,000 active;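 active = activation above the run's mean over test compounds plus 3 SD, cut at about 23% in these data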;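 also: signal is peak over basal fluorescence ratio across the kinetic read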
# Target sequence (P08912 whole entry, looked up): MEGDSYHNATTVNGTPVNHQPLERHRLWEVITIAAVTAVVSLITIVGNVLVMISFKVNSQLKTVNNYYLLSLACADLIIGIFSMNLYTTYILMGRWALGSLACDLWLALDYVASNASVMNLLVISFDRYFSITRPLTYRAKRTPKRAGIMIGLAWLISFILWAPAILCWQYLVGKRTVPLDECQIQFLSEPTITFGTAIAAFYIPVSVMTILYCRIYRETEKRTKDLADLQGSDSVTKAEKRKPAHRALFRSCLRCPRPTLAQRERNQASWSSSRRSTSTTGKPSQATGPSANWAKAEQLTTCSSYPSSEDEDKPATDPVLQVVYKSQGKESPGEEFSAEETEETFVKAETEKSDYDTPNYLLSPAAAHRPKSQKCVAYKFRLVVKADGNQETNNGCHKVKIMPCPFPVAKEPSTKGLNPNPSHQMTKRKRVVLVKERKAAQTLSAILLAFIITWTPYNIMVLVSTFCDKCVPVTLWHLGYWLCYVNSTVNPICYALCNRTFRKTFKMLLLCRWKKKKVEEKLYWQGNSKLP
# CRFR2-BP ag = agonists of CRF-BP/CRF-R2 complex, primary screen, cell-based, HEK293, calcium dye fluorescence, uHTS | calcium dye fluorescence (FLIPR); percent of saturating CRF peptide response | 0.46% of 350,000 active | CRF-binding protein / CRF receptor 2 complex (human) | activation, % at 13.2 µM;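 active = activation of at least 50%, plus an integration ratio under a set limit after plate pattern correction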;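 also: plate controls were neutral control wells without compound for no effect and CRF at EC100 for full effect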
# CRFR2-BP antag = antagonists of CRF-BP/CRF-R2 complex, primary screen, cell-based, HEK293, calcium dye fluorescence, uHTS; CRF-induced calcium fluorescence; inhibition, % at 11.8 µM; 0.59% of 350,000 active; AID 588475, 2011;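 active = inhibition of the ligand-induced calcium signal above about 50% at the single tested concentration, limit read from the data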
# CHRM1 PAM = human M1 muscarinic receptor positive allosteric modulators, primary screen, CHO-K1 cells, Fluo-8 calcium fluorescence, 1536-well; AID 588819, 2011; CHO-K1 hM1, ACh EC20; 0% = ACh EC20, 100% = maximal ACh; activation, % at 3 µM; 0.088% of 360,000 active; Muscarinic acetylcholine receptor M1 (Homo sapiens), P11229; in the data active = activation above about 19%, passing the limit was not always enough
# Target sequence (P11229 whole entry, looked up): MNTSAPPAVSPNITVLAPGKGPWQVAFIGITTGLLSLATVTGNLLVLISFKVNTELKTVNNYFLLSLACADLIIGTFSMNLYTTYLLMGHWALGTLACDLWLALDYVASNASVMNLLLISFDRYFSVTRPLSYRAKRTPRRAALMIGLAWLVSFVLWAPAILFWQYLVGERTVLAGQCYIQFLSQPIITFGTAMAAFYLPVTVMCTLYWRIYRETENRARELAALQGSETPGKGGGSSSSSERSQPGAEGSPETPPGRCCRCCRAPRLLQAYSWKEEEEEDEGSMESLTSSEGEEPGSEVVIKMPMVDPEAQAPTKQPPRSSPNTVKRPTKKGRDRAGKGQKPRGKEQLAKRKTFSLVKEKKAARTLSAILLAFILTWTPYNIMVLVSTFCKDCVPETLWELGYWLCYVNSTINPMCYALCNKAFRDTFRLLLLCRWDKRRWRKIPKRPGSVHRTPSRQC
# CHRM5 PAM = human M5 muscarinic receptor positive allosteric modulators, primary screen, CHO-K1 cells, Fluo-8 calcium fluorescence; Muscarinic acetylcholine receptor M5 (Homo sapiens), P08912; CHO-K1 hM5, ACh EC20 PAM; 0% = ACh EC20, 100% = ACh EC100; activation, % at 3 µM; 0.3% of 360,000 active; AID 624038, 2012;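 active = activation above the run cutoff, the mean activation of all test compounds plus 3 SD, cut at about 18% in these data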
#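 Assay system – human M5 receptor in CHO-K1 cells · Read-out – % activation, ACh-normalized · Technique – Fluo-8 calcium fluorescence · Dosing – single-point, 3 µM nominal · Incubation – Fluo-8 loading 80 min at 37 °C plus 30 min room temperature · Repeats – singlicate, one well per test compound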
# M5 antag = human M5 muscarinic receptor antagonists, primary screen, CHO cells, Fluo-8 calcium fluorescence | Muscarinic acetylcholine receptor M5 (Homo sapiens), P08912 | CHO-hM5 cells, ACh EC80 | inhibition, % at 3 µM | 0.59% of 360,000 active | AID 624040, 2012;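 active = inhibition above a per-plate cutoff, the mean of that plate's test compounds plus 3 SD, cut at about 27% in these data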;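 also: 0% = acetylcholine EC80 with DMSO and 100% = DMSO without agonist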
# CHRM4 agonist = human M4 muscarinic receptor agonists, primary screen, CHO-K1 cells, Fluo-8 calcium fluorescence; Muscarinic acetylcholine receptor M4 (Homo sapiens), P08173; CHO-K1 hM4/Gqi5; vehicle 0%, full acetylcholine response 100%; activation, % at 3 µM; 0.14% of 360,000 active; AID 624127, 2012;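 active = activation above the run mean over all test wells plus 3 SD, cut at about 32% in these data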;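 also: peak over basal fluorescence ratio per well then scaled between controls; 0% = DMSO wells and 100% = acetylcholine at EC100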
# Active calls of the source: *. Rows are unselected; any-hit rate near 2.6%.
No.	SMILES	M4 PAM	CHRM4 antagonist	CHRM5 agonist	CRFR2-BP ag	CRFR2-BP antag	CHRM1 PAM	CHRM5 PAM	M5 antag	CHRM4 agonist
1	CN(CC(=O)Nc1c(Cl)cccc1Cl)C(=O)C1CSC2(C)CCC(=O)N12 (stereo unspecified)	1	0	2	-0.7	-11	-1	5	-1	1
2	Cn1cc(CN2CCCC(CO)(Cc3ccccc3)C2)cn1 (stereo unspecified)	-7	-2	-3	-3.4	18	11	-7	-5	0
3	CC(C)Cc1cc(C(C)(C)C)ccc1OC(=S)N(C)C	15	-6	0	0.0	-4	5	3	8	-1
4	COc1ccccc1OCCN1CSC(=S)N(C)C1	10	-9	-2	-1.7	12	2	-7	6	0
5	Cc1ccc(S(=O)(=O)Nc2ccc(C(=O)Nc3cc(C)on3)cc2)cc1	3	1	3	-0.8	-5	6	-8	2	2
6	O=C(NCc1ccccc1)c1ccc2c(c1)C(=O)N(Cc1cccnc1)C2=O	-2	12	-1	-0.7	6	8	-6	4	1
7	CS(=O)(=O)Oc1ccc(Br)cc1/C=C1/N=C(c2ccco2)OC1=O	12	-11	-3	1.6	-4	1	6	-2	3
8	COc1cc(OC)cc(C(=O)NCC(=O)OCC(=O)NCc2ccco2)c1	4	-11	4	-3.6	21	5	-4	6	0
9	CC(C)c1ccc(OCCCCCN2CCOCC2)cc1	-13	8	-2	5.7	-30	-8	-10	19	16
10	COc1ccc2c(c1)C(C)CC(C)(C)N2C(=O)CSc1ncn[nH]1 (stereo unspecified)	-3	-5	-3	0.0	-4	1	-6	8	0
11	COc1ccc(Nc2c(-c3ccco3)nc3cccc(C)n23)cc1	4	8	1	0.2	-11	6	5	-8	1
12	CCCn1c(=O)c2ccccc2n2c(SCC(=O)Nc3cc(C)on3)nnc12	-2	2	0	-1.0	10	4	-4	7	0
13	Cc1ccc(C2CC(=O)Oc3cc(C)c(Br)c(C)c32)cc1 (stereo unspecified)	-7	-1	1	1.6	-6	3	0	-10	0
14	O=c1ccc2cc(S(=O)(=O)NCCCc3ccccc3)ccc2[nH]1	-7	3	2	0.1	-14	-5	-10	3	8
15	CCCNC(=S)N1CCC(NC(=O)C2CCCCC2)CC1	1	2	2	-0.9	12	2	1	-6	0
16	Cc1cccc(C)c1NC(=O)CSc1nnc(-c2ccccc2)n1Cc1ccc2c(c1)OCO2	-10	10	1	-0.6	-17	3	-4	1	1
17	CS(=O)(=O)N1CCC(C(=O)Nc2ccc3c(c2)OCO3)CC1	0	3	2	-1.7	18	7	1	2	-1
18	CSc1nc(NC(C)(C)C)nc(Oc2ccc(=O)[nH]n2)n1	-8	5	2	-1.4	3	-4	-4	2	0
19	Cc1cccn2c(=O)nc(SCC(=O)N3CCC(Cc4ccccc4)CC3)nc12	-16	18	-2	-0.7	16	-3	-1	4	3
20	Cc1ccc(C(=O)NCCOc2cccc(C)c2)cc1	2	-5	-3	0.0	5	9	7	-9	0

# One compound at a time, as listed above.
# Cn1cc(CN2CCCC(CO)(Cc3ccccc3)C2)cn1 (stereo unspecified) is listed with M4 PAM: -7; CHRM4 antagonist: -2; CHRM5 agonist: -3; CRFR2-BP ag: -3.4; CRFR2-BP antag: 18; CHRM1 PAM: 11; CHRM5 PAM: -7; M5 antag: -5; CHRM4 agonist: 0
# Cc1ccc(S(=O)(=O)Nc2ccc(C(=O)Nc3cc(C)on3)cc2)cc1 is listed with M4 PAM: 3; CHRM4 antagonist: 1; CHRM5 agonist: 3; CRFR2-BP ag: -0.8; CRFR2-BP antag: -5; CHRM1 PAM: 6; CHRM5 PAM: -8; M5 antag: 2; CHRM4 agonist: 2

# Later entries
No.	SMILES	M4 PAM	CHRM4 antagonist	CHRM5 agonist	CRFR2-BP ag	CRFR2-BP antag	CHRM1 PAM	CHRM5 PAM	M5 antag	CHRM4 agonist
21	CCOC(=O)Cc1csc(Nc2ccc(Cl)cc2)n1	2	-4	-3	1.6	6	8	-2	1	1
22	CC(=O)Nc1cccc2c1C(=O)N(c1cccc(OC(C)=O)c1)C2=O	12	-22	-2	1.9	4	0	-1	-6	6
23	CCOc1ccccc1NC(=S)NCc1cccn1C	4	-7	-3	-1.0	22	11	1	7	1
24	COc1ccc(N(C(C)C(=O)Nc2ccc(S(=O)(=O)N3CCCCC3)cc2)S(C)(=O)=O)cc1 (stereo unspecified)	11	-20	1	2.3	-12	6	8	2	5
25	COc1ccc(CCNC(=O)C/C(C)=N/NC(=O)COc2ccc(C)cc2Br)cc1OC	-2	5	-1	-2.9	-7	7	7	0	1
26	O=S(=O)(NC1=NCCCCC1)c1cccs1	7	-2	-4	4.0	19	2	1	8	1
27	O=C(NCCCN1CCN(c2ccc(F)cc2)CC1)Nc1ccc([N+](=O)[O-])cc1	-18	0	6	5.9	-2	-11	-23	15	19
28	Cc1cccc(/N=C/c2c(O)n(Cc3ccc4c(c3)OCO4)c(=O)c3ccccc23)n1	10	-4	-6	0.9	-1	12	-18	17	3
29	COc1ccc(N(CC(=O)N2CCc3ccccc3C2)S(C)(=O)=O)cc1	-3	2	1	-0.9	6	0	3	-2	1
30	Cc1cccc(-c2nc(C#N)c(N3CCCCC3)o2)c1	3	-14	-2	0.0	-25	1	-6	12	0
31	Cc1nn(C)c(C(=O)Nc2ccc3c(c2)OCO3)c1[N+](=O)[O-]	5	-8	-8	0.0	-7	-2	-12	11	1
32	Cc1ccccc1CN1CCN(S(=O)(=O)c2ccc(F)cc2)CC1	-9	-4	-3	-0.2	11	-2	-7	-2	-3
33	COc1ccc(C2C(C(=O)N3CCCCC3)CC(=O)N2c2ccc(OC)cc2)cc1 (stereo unspecified)	7	-2	-7	0.6	0	12	0	-4	3
34	COC(=O)C1=C(C)N(C)C(C)=C(C(=O)OC)C1c1ccccn1	8	-2	-3	0.2	4	4	-5	-6	1
35	CCOc1ccccc1NC(=S)N(CCN(C)C)C(C)c1ccncc1 (stereo unspecified)	-1	-5	-5	2.3	-12	-4	-2	0	1
36	Cc1cccc(OCC(=O)N(Cc2ccco2)c2c(N)n(Cc3ccccc3)c(=O)[nH]c2=O)c1	15	-3	2	-1.2	-3	11	3	-3	1
37	CCOc1ccc(-n2ccnc(SCC(=O)Nc3cccc(OC)c3)c2=O)cc1	-3	-12	1	-2.0	-10	8	-4	4	3
38	COc1cccc(-c2csc3nnc(SCC(=O)NCc4cccs4)n23)c1	1	-2	-4	0.2	1	-1	1	3	-3
39	C[C@@]12C(=O)N(c3ccc(Br)cc3)C(=O)N1[C@@H]1c3ccccc3OC[C@@H]1[C@H]2c1ccccc1	-8	13	-1	0.5	-4	-7	-7	7	0
40	COc1ccc(C#Cc2c(-c3ccccc3)n(-c3ccccc3)c3ccc(CO)cc23)cc1	5	12	21	1.9	118*	9	13	6	1

# Grouped by structure: the compounds so far with two or more sulfur atoms
No.	SMILES	M4 PAM	CHRM4 antagonist	CHRM5 agonist	CRFR2-BP ag	CRFR2-BP antag	CHRM1 PAM	CHRM5 PAM	M5 antag	CHRM4 agonist
4	COc1ccccc1OCCN1CSC(=S)N(C)C1	10	-9	-2	-1.7	12	2	-7	6	0
24	COc1ccc(N(C(C)C(=O)Nc2ccc(S(=O)(=O)N3CCCCC3)cc2)S(C)(=O)=O)cc1 (stereo unspecified)	11	-20	1	2.3	-12	6	8	2	5
26	O=S(=O)(NC1=NCCCCC1)c1cccs1	7	-2	-4	4.0	19	2	1	8	1
38	COc1cccc(-c2csc3nnc(SCC(=O)NCc4cccs4)n23)c1	1	-2	-4	0.2	1	-1	1	3	-3

# (next part)
cpd | compound | M4 PAM | CHRM4 antagonist | CHRM5 agonist | CRFR2-BP ag | CRFR2-BP antag | CHRM1 PAM | CHRM5 PAM | M5 antag | CHRM4 agonist
41 | COc1ccccc1N(C)S(=O)(=O)c1ccc(C(=O)N2CCC2)cc1 | 13 | -2 | 3 | -0.4 | 0 | 11 | -1 | 11 | 2
42 | O=C(Nc1ccc2nc3n(c(=O)c2c1)CCCCC3)C(=O)N1CCN(c2ccccc2)CC1 | -6 | -1 | 3 | -5.7 | -11 | -4 | -11 | 9 | 14
43 | CCOC(=O)[C@H]1[C@H]2COc3ccc(OC)cc3[C@H]2N2C(=O)CN(Cc3ccccc3)C(=O)[C@@]12C | 4 | -7 | -1 | -0.3 | 15 | 10 | 9 | -12 | 1
44 | CCOC(=O)CNC(=O)CNC(=O)c1ccc(OC(C)C)cc1 | 0 | 5 | 0 | -1.3 | -3 | -2 | 6 | -5 | 1
45 | C=CCn1c(C)cc(C(=O)COC(=O)C2CC(=O)N(Cc3ccccc3)C2)c1C (stereo unspecified) | 2 | -5 | -8 | -0.1 | -8 | 8 | 0 | 0 | 3
46 | CCC(C)c1ccc(NC(=O)COC(=O)C2=COCCO2)cc1 (stereo unspecified) | 8 | 0 | -2 | -0.2 | -1 | 8 | 0 | -4 | 2
47 | Cc1nc2ncnn2c(C)c1CCC(=O)NCc1ccco1 | 2 | 4 | 0 | -0.2 | 2 | 0 | 1 | -9 | 0
48 | CCOC(=O)C1=C(C)N=C2SC(C)C(=O)N2C1c1ccc(OCC)c(OCC)c1 (stereo unspecified) | -3 | 10 | -1 | 1.3 | 1 | 0 | 0 | -4 | 0
49 | CC(=O)c1cccc(NC(=S)N2CCN(S(=O)(=O)c3ccccc3)CC2)c1 | -6 | -3 | -4 | 4.4 | 3 | -3 | -5 | 4 | 3
50 | CN(C)C(=O)CSc1nnc(-c2cnccn2)n1C | 7 | 1 | 0 | 0.3 | -8 | 8 | -1 | 0 | 1
